Pol iota inh – qHTS for Inhibitors of Polymerase Iota. 1% of 390,000 active. Potency, µM (highest dose often 115 µM), inactives show at the highest dose activity, negative = inhibition, hits mostly inhibitors. DNA polymerase iota (Homo sapiens), Q9UNA4. Pol iota fluorescent replication assay, 10 min; further: potency means the concentration at half of the fitted maximal effect
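Pol iota at 10 nM preincubated 15 min with compounds at room temperature; reaction started with fluorescent substrate, 50 nM final. Fluorescence read kinetically at 0 and 10 min; buffer-only wells as negative control.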
Glioma ERSR ind – qHTS for Inducers of the Endoplasmic Reticulum Stress Response (ERSR) in Human Glioma: qHTS; U87-MG GRP78 promoter luciferase reporter, 16 h; Potency, µM, for inactives: at the top dose activation, usual class: activators; 0.02% of 420,000 active; AID 602332, 2012; further: potency means the concentration at half of the fitted maximal effect; series mostly up to about 76 µM; % of control where 0% means no effect; nearly all actives have a fitted effect of over 35% in size
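Stably transfected U87-MG human glioma cells carrying a GRP78-based luminescent sensor were seeded at 1000 cells/well, pin-dosed with compounds and incubated 16 h. Luciferase reagent was then added, and end-point luminescence was read after 10 min at room temperature.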
Pol kappa inh – qHTS for Inhibitors of Polymerase Kappa; DNA polymerase kappa (Homo sapiens), Q9UBT6; purified Pol kappa, fluorescent DNA synthesis assay, 10 min; Potency, µM (top dose mostly 107 µM), without a hit: at the highest dose activity, negative = inhibition, actives largely listed as inhibitors; 0.53% of 400,000 active; AID 588579, 2011; further: potency means the concentration at half of the fitted maximal effect; on the % scale 0 is the no-effect control and ±100 the full control effect
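Readout: fluorescence, taken kinetically at 0 and 10 min. Conditions: 10 nM Pol kappa, 15 min RT compound preincubation, 50 nM substrate final. Controls: enzyme-free buffer wells.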
BLM inh – qHTS Assay for Inhibitors of Bloom's syndrome helicase (BLM); RecQ-like DNA helicase BLM (Homo sapiens), P54132; recombinant BLM DNA unwinding, fluorescence dequenching; Potency, µM (titrated, usually from 56.1 µM), inactives show at the highest dose activity change, negative = inhibition, usual class: inhibitors; 0.2% of 350,000 active;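 further: potency means the concentration at half of the fitted maximal effect; plate controls were vehicle for no effect and no enzyme for full effect; nearly all actives have a fitted effect of over 35% in size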
Pol eta inh – qHTS for Inhibitors of Polymerase Eta; DNA polymerase eta (Homo sapiens), Q9Y253; recombinant Pol eta, fluorescent DNA replication assay; Potency, µM (doses to about 114 µM), for inactives: top-dose activity change, negative = inhibition, hits mostly inhibitors; 1.2% of 390,000 active; AID 588591, 2011; further: potency means the concentration at half of the fitted maximal effect; on the % scale 0 is the no-effect control and ±100 the full control effect
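Pol eta (10 nM) was preincubated with compounds for 15 min at room temperature, after which fluorescent replication substrate (50 nM final) was added to start the reaction. Fluorescence was read kinetically at 0 and 10 min.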
APEX1 inh – qHTS Assay for Inhibitors of the Human Apurinic/apyrimidinic Endonuclease 1 (APE1). DNA repair nuclease/redox regulator APEX1 (Homo sapiens), P27695. recombinant APE1, TAMRA/BHQ-2 abasic DNA cleavage fluorescence. Potency, µM (top dose mostly 65.8 µM), for the others: at the highest dose activity change, negative = inhibition, most hits filed as inhibitors. 0.35% of 350,000 active. AID 2517, 2012;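 further: potency means the concentration at half of the fitted maximal effect; plate controls were vehicle for no effect and reference inhibitor for full effect; nearly all actives have a fitted effect of over 55% in size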
Target sequence (P27695 whole entry, looked up): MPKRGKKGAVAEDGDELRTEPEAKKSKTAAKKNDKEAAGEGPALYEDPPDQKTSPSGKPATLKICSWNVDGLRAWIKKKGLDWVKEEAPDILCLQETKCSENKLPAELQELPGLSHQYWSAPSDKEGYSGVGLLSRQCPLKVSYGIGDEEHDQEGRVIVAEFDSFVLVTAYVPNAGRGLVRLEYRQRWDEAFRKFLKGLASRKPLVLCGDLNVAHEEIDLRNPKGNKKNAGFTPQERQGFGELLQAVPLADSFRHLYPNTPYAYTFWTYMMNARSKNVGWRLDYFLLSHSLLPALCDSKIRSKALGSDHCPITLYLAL
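Endonuclease cleavage of a quenched abasic-site DNA duplex (50 nM) by APE1 (0.75 nM) was tracked by TAMRA dequenching. Compounds were preincubated with enzyme 15 min at room temperature; data normalized to buffer-only and DMSO wells plus NSC13755 control.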
Pol beta inh – qHTS Assay for Inhibitors of DNA Polymerase Beta | 1.3% of 340,000 active | Pol beta primer extension/strand displacement, fluorescence kinetic | P06746 | Potency, µM (highest dose often 114 µM), without a hit: at the top dose activity change, negative = inhibition, hits mostly inhibitors; further: potency means the concentration at half of the fitted maximal effect; on the % scale 0 is the no-effect control and ±100 the full control effect
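Reaction started by 50 nM substrate onto compound-treated Pol beta (10 nM, 15 min preincubation, room temperature); plates read at 0 min and 10 min. Normalized concentration-effect data fitted by four-parameter Hill equation.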
Apoferritin bind – qHTS Assay for Identification of Novel General Anesthetics; Ferritin light chain (Equus caballus), P02791; apoferritin/1-aminoanthracene competitive binding, fluorescence; Potency, µM (highest dose often 77.5 µM), for inactives: top-dose activity change, negative = displacement, most hits filed as inhibitors; 0.074% of 350,000 active; AID 485281, 2010; further: potency means the concentration at half of the fitted maximal effect; on the % scale 0 is the no-effect control and ±100 the full control effect; nearly all actives have a fitted effect of over 20% in size
Target sequence (P02791 2-175 limits assumed): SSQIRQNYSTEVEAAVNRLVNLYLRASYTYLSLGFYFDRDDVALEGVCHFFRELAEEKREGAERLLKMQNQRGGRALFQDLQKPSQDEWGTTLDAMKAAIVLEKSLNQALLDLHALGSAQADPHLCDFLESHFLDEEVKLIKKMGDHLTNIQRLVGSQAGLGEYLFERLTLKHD
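Read-out: endpoint 1-AMA fluorescence, excitation 380 nm and emission 535 nm, after compounds sit 10 min at room temperature with 10 uM horse-spleen apoferritin in 50% saturated 1-AMA/PBS. Values come from four-parameter Hill fits.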
LDHA inh – qHTS assay for inhibitors of human lactate dehydrogenase; purified LDHA, NADH/diaphorase-resazurin fluorescence; hits give low values; activity change, % (values are at about 110 or 230 µM); L-lactate dehydrogenase A chain (Homo sapiens), P00338; 0.15% of 480,000 active; in the data active means activity change below about -30%; inconclusive means mostly about -25% to -30%;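 further: plate controls were DMSO wells for no effect and wells without enzyme for full effect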
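LDH5 2 nM; NADH 0.06 mM, pyruvate 0.2 mM; 200 mM Tris pH 7.4, EDTA, Tween-20; 5 min RT. Detection: diaphorase 0.133 mg/mL + resazurin 37 µM, fluorescence ex540/em590 at 0 and 20 min; normalized to enzyme-free and DMSO wells.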
An asterisk follows results filed as active; ? = inconclusive; . = no result given; [ ] = remark or other dose. Unless noted, the call rests on the fitted dose curve; in most records, active means well fitted curve in the direction sought with a large enough effect; inconclusive means small, poorly fitted or top-dose-only effect, or another doubt; inactive means no such curve, though single readings can be large; an effect the other way counts as inactive or inconclusive. Not all compounds are listed; the hit share may differ from the screen's.

SMILES	Pol iota inh	Glioma ERSR ind	Pol kappa inh	BLM inh	Pol eta inh	APEX1 inh	Pol beta inh	Apoferritin bind	LDHA inh
CN(CCc1ccccc1)C(=O)c1ccc(NC(=O)Cc2ccc(NC(=O)C3CCCN(C(=O)C4CC4)C3)cc2)cc1 (stereo not given)	9%	1%	-1%	.	-18%	.	.	.	-6
C[C@H](CO)N1C[C@H](C)[C@H](CN(C)Cc2ccccc2)Oc2c(NC(=O)Nc3ccc(F)cc3)cccc2C1=O	27%	-3%	-6%	.	-22%	-7%	.	.	5
COc1cccc(CNC(=O)N2CCc3c(sc4c3CCCC4)C2c2ccc(F)cc2)c1 (stereo not given)	-8%	-3%	-10%[60.1 µM]	-5%	-17%	.	11%	37%[activator]	-16
CCCCc1ccc(NC(=S)Nc2ccc(Cl)c(S(=O)(=O)N(C)C)c2)cc1	-13%	0%	-17%	-10%	?	3%	0%	?	-2
Cc1cccc(C)c1N1C(=O)CC(N2CCN(S(=O)(=O)c3ccccc3F)CC2)C1=O (stereo not given)	40%[activator]	-3%	-3%	.	-17%	36%	.	.	0
COc1cccc(C2CC(c3ccc(Cl)cc3Cl)n3nc(N)nc3N2)c1 (stereo not given)	?	-4%	-2%	-8%	-17%	-3%	-1%	-16%	-3
CCc1ccc(-c2ccc3nnc(SCC(N)=O)n3n2)cc1	11%	-4%	-4%	0%	-7%	24%	19%	-5%	-10
CC1(CCc2ccccc2)NC(=S)N(c2ccccc2)N1 (stereo not given)	1%	1%	-7%	4%	-2%	-1%	8%	-10%	-3
COCCn1c(=O)c(-c2ccc(OC)cc2)nc2cnc(N3CCNCC3)nc21	.	-3%	5%[60.1 µM]	5%	.	-4%	.	.	.
N[C@@H](Cc1ccc(O)cc1)C(=O)Nc1ccc2ccccc2c1	29%	9%	-5%	.	-6%	7%	.	.	-11
C#CCOCCOCCOCCNc1nc(N2CCN(C(=O)[C@H](CCCN=C(N)N)n3cc(C(N)[C@H](C)CC)nn3)CC2)nc(N2CCN(C(=O)[C@H](CCCN=C(N)N)n3cc(C(N)[C@@H](C)CC)nn3)CC2)n1 (stereo not given in full)	?	-5%	4%	.	-5%	11%	.	.	-1
C=CCNC(=O)c1ccccc1NC(=O)c1cccc2ccccc12	3%	-3%	-12%	-8%	7%	9%	25%	-15%	1
CCCCCCCNC(=O)C1(CC2CC(c3ccc(Cl)cc3)=NO2)CCN(C(=O)c2cc(OCC)c(OCC)c(OCC)c2)CC1 (stereo not given)	22%	-1%	-9%	-5%	-11%	29%	-17%	-5%	0
O=c1[nH]c(/C=C/c2ccccc2)c([N+](=O)[O-])c(=O)[nH]1	?	-3%	-6%	-5%	?	6%	?	-2%	-2
CCN(CC)S(=O)(=O)c1ccc2c(c1)N(CC(=O)Nc1cccc(C(C)=O)c1)C(=O)CO2	3%	.	-4%	-5%	.	.	10%	-14%	4
Cc1nc(=S)n(-c2ccccc2)[nH]1	19%	-5%	-2%	-3%	-20%	4%	1%	19%	-1
COc1ccc(CCN2CC(C(=O)NCCc3cnn(C)c3)CCC2=O)cc1 (stereo not given)	0%	-2%	-8%	-2%	-2%	-12%	16%	5%	-1
CCC1(C)CC(c2nc(-c3ccc(OC)cc3)cs2)CCS1 (stereo not given)	-3%	-3%	-10%	-8%	-23%	3%	1%	-8%	-3
COc1ccccc1OC(C)C(=O)Nc1cccc(-c2nc3ccccc3s2)c1 (stereo not given)	-14%	-1%	-3%	-7%	-7%	.	4%	-1%	-2
O=C(C[C@@H]1C/C=C/CC[C@@H](Cc2ccc(F)cc2)C(=O)O[C@H](c2ccccc2)CNC1=O)NCCO	25%	-4%	2%	.	-23%	19%	.	.	-3
CC1=C(C(=O)NCc2ccccc2C)C2(CCCCCC2)OC1=O	16%	0%	-16%	-1%	-16%	.	0%	-21%	-17
COc1ccccc1C(CNC(=O)c1ccc(NS(=O)(=O)c2ccc(C(C)=O)cc2)cc1)N1CCCC1 (stereo not given)	32µM*	-3%	?	.	16µM*	.	.	.	3
CCC(C)[C@H](NC(=O)NC1CC1)C(=O)O (stereo not given in full)	-5%[58.9 µM]	-7%	4%	-1%	6%	7%	-1%	-4%	-8
CC(C)(C)C1CCC(OC(=O)CCC(=O)Nc2ccccc2)CC1 (stereo not given)	23%	-3%	-3%	-6%	?	4%	21%[57.1 µM]	?	4
Cc1nc(-c2ccccc2O)n(S(=O)(=O)N(C)C)n1	-8%	-4%	3%	2%	-7%	-4%	1%	-3%	-1

Overlap with the part before: 3 compounds, then new ones.
SMILES	Pol iota inh	Glioma ERSR ind	Pol kappa inh	BLM inh	Pol eta inh	APEX1 inh	Pol beta inh	Apoferritin bind	LDHA inh
CCC(C)[C@H](NC(=O)NC1CC1)C(=O)O (stereo not given in full)	-5%[58.9 µM]	-7%	4%	-1%	6%	7%	-1%	-4%	-8
CC(C)(C)C1CCC(OC(=O)CCC(=O)Nc2ccccc2)CC1 (stereo not given)	23%	-3%	-3%	-6%	?	4%	21%[57.1 µM]	?	4
Cc1nc(-c2ccccc2O)n(S(=O)(=O)N(C)C)n1	-8%	-4%	3%	2%	-7%	-4%	1%	-3%	-1
CC(=O)c1cccc(NC(=O)CN(Cc2ccccc2)S(C)(=O)=O)c1	21%	-3%	0%	-3%	-1%	-3%	4%	-9%	-3
COc1ccc(C(C(C(=O)c2ccco2)N2CCOCC2)N2CCOCC2)cc1 (stereo not given)	7%	3%	-5%	0%	5%	-5%	0%	4%	-4
COc1ccc(-c2ccc(OC(=O)NC3CCS(=O)(=O)C3)cc2)cc1 (stereo not given)	-14%	7%	1%	-5%	-5%	8%	8%	?	-1
Cc1cccc(-c2nnc(SCC3CNC(=O)O3)n2-c2ccc(Cl)cc2)c1 (stereo not given)	39%	-5%	-1%	-3%	-24%	2%	20%	4%	-7
COc1ccc(NC(=O)CSc2nccc(C)n2)cc1	0%	-2%	-8%	0%	-15%	3%	-8%	-11%	-2
CC(C)CCN(C(=O)Cc1ccccc1F)c1c(N)n(Cc2ccccc2)c(=O)[nH]c1=O	-8%	-2%	2%	-5%	-8%	0%	35%	-10%	-13
O=C(c1cccc(F)c1)N1CCN(S(=O)(=O)Cc2ccccc2)CC1	8%	-5%	-8%	1%	-15%	6%	-2%	-4%	-4
COC(=O)c1sc(N)c(C(=O)OC)c1COC(=O)C1CC(=O)N(Cc2ccco2)C1 (stereo not given)	?	0%	-7%	-17%	79µM*	-3%	11µM*	-1%	0
CC(=O)Nc1ccc(S(=O)(=O)NCCC(=O)OC(C)C(=O)c2ccc(C)cc2)cc1 (stereo not given)	-19%	2%	-4%	0%	-5%	4%	0%	-12%	-4
CCOC(=O)c1cc2occc2n1Cc1ccc(F)cc1	11%	0%	-10%	-8%	-16%	0%	?	-13%	1
Cc1ccc(C(=O)NCC(=O)OCC(=O)NCCc2ccccc2)s1	87%[activator]	2%	-10%	-9%	3%	-6%	?	-11%	-5
COc1ccc(OCc2nnc3n2N=C(c2ccc(C)cc2)CS3)cc1	-2%	10%	-6%	-2%	-24%	-2%	21%	11µM*	-9
COc1ccccc1NC(=S)NC1CCCCCCCCCCC1	10%	-3%	-22%	-6%	-9%	-4%	-11%	-13%	2
Cn1c(=O)cc(OCC(=O)NCCC2=CCCCC2)c2ccccc21	78%[activator]	-2%	3%	-1%	-6%	-1%	?	-18%	-8
COc1ccc2nc(NC(=O)c3ccccc3[N+](=O)[O-])sc2c1	-28%	5%	?	-6%	-6%	53%[activator]	-1%	0%	-4
CCOC(=O)CN1C(=O)/C(=C/c2cccc(Br)c2)Oc2ccccc21	-28%	-6%	3%	-2%	0%	5%	33%	2%	-1
O=C(NC1CCCCC1)c1ccc(COc2ccccc2)o1	19%	-4%	6%	.	-4%	2%	.	.	-1
O=[N+]([O-])c1ccccc1/C=C/C=N/n1c(-c2ccc(Cl)cc2)n[nH]c1=S	?	-3%	-21%	-6%	12%	-1%	?	-22%	-5
CC1C(=O)OC2C(O)C34C5CC(C(C)(C)C)C36C(OC(=O)C6O)OC4(C(=O)O5)C12O (stereo not given)	.	0%	-8%[19.4 µM]	1%	.	-8%	.	.	.
CCCSC1=N/C(=C\c2ccc3c(c2)OCO3)C(=O)S1	5%	-2%	-10%	-2%	2%	1%	-21%	-6%	-8
Cc1ccccc1Oc1nnc(-c2cccs2)c2ccccc12	0%	-5%	-3%	-5%	-7%	-2%	6%[57.1 µM]	-13%	-11
CCN(C(=O)COC(=O)CSc1ccc(C(N)=O)cc1[N+](=O)[O-])C1CCCCC1	10%	-3%	-7%	1%	-16%	-5%	9%	?	2
CSc1ccccc1C(=O)C1CCCN(C(=O)NC(C)C)C1 (stereo not given)	43%[activator]	-3%	0%	5%	-1%	-5%	4%	-6%	-4
N#CCCCSc1ncccc1-c1nc2ccccc2[nH]1	21%	-1%	-4%	-3%	-18%	12%	40%	-5%	1
Cc1ccc(-n2nc(C)c3c(C)c(CCC(=O)Nc4ccc(CN5CCCC5)cc4)c(C)nc32)cc1	2%	-6%	-29%	25%	-3%	-5%	16%	-13%	-5
Cc1ccsc1/C=C1/CN(C)Cc2c1nc1ccccc1c2C(=O)O	42%[activator]	-2%	-14%	5%	-3%	14%	26%	4%	3
C=C(C)Cn1c(CCNC(=O)c2ccco2)nc2ccccc21	-26%	-4%	-6%	1%	-4%	48%[activator][12.4 µM]	-23%	0%	-4

Compound activity (PubChem BioAssay)
